Assay outcomes as filed in PubChem.
POLB inh: blocks human DNA polymerase beta activity | P06746 | Pol beta primer extension/strand displacement, fluorescence kinetic | Potency, µM (doses to about 114 µM), for inactives: at the highest dose activity change, negative = inhibition, usual class: inhibitors | hit rate 1.3% among 340,000; also: % is scaled to controls: 0 for no effect and ±100 for the full control effect
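Homogeneous kinetic assay of primer extension and strand displacement by 10 nM Pol beta, preincubated 15 min at room temperature with compound before 50 nM substrate (final) was added. Read at 0 and 10 min; four-parameter Hill fit.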
POLK inh: inhibitors of human DNA polymerase kappa. Q9UBT6. hit rate 0.53% among 400,000. Potency, µM (top dose mostly 107 µM), inactives show at the highest dose activity, negative = inhibition, hits mostly inhibitors. purified Pol kappa, fluorescent DNA synthesis assay, 10 min. AID 588579; also: % is scaled to controls: 0 for no effect and ±100 for the full control effect
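Fluorescent qHTS in 1536-well format: enzyme (10 nM) and compound sat 15 min at room temperature before 50 nM substrate (final) was added. Signal taken at 0 and 10 min; no-enzyme buffer wells were negative controls.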
BAZ2B block: inhibitors of human BAZ2B bromodomain; hit rate 4.4% among 360,000; AlphaScreen BAZ2B-H3K14Ac peptide displacement; Potency, µM (doses to about 114 µM), for the others: at the highest dose activity change, negative = inhibition, usual class: inhibitors; Q9UIF8; AID 504333; also: % is scaled to controls: 0 for no effect and ±100 for the full control effect; nearly all actives have a fitted effect of over 60% in size
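BAZ2B (50 nM) with biotin-H3(5-23)K14Ac peptide (50 nM) in PBS pH 7.4, 0.01% Tween-20, preformed 30 min, then compound 30 min at room temperature; top concentration 110uM. AlphaScreen streptavidin donor/nickel chelate acceptor beads (10 ug/mL final), 20 min dark, signal read.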
G9a block: inhibitors of human histone lysine methyltransferase G9a; Potency, µM (doses to about 102 µM), without a hit: top-dose activity, negative = inhibition, hits mostly inhibitors; Q96KQ7; G9a H3K9 monomethylation, AlphaScreen, 2 h; hit rate 8.8% among 350,000; also: % is scaled to controls: 0 for no effect and ±100 for the full control effect; nearly all actives have a fitted effect of over 75% in size
Target sequence (Q96KQ7 913-1193 limits assumed): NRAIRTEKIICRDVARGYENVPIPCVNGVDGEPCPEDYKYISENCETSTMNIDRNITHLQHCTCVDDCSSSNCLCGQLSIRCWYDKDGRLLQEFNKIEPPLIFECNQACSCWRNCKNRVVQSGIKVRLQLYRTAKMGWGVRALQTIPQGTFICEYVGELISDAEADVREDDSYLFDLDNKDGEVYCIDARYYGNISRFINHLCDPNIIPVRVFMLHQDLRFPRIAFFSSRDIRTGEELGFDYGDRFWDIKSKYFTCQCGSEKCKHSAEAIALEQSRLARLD
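AlphaScreen read-out: biotin-H3K9 peptide (500 nM) methylation by 20 nM enzyme with 20 uM SAM, 2 h at room temperature after 15 min compound preincubation; anti-monomethyl H3K9 antibody plus donor/acceptor beads, 10 min dark.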
APE1 inh: APE1 (human) endonuclease inhibition; Potency, µM (top dose mostly 65.8 µM), without a hit: at the top dose activity change, negative = inhibition, hits mostly inhibitors; AID 2517; recombinant APE1, TAMRA/BHQ-2 abasic DNA cleavage fluorescence; hit rate 0.35% among 350,000;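 also: plate controls were vehicle for no effect and reference inhibitor for full effect; nearly all actives have a fitted effect of over 55% in size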
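Activity was derived from the fluorescence gain between first and third kinetic reads (60 s intervals, ex 525/em 598 nm) after 50 nM THF-abasic TAMRA/BHQ-2 duplex was added to 0.75 nM APE1 preincubated 15 min with compound.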
BLM inh: inhibitors of human Bloom syndrome helicase BLM. AID 2528. Potency, µM (highest dose often 56.1 µM), for inactives: at the top dose activity change, negative = inhibition, usual class: inhibitors. P54132. hit rate 0.2% among 350,000. recombinant BLM DNA unwinding, fluorescence dequenching;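 also: plate controls were vehicle for no effect and no enzyme for full effect; nearly all actives have a fitted effect of over 35% in size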
Pol iota inh: blocks human DNA polymerase iota activity; Pol iota fluorescent replication assay, 10 min; Q9UNA4; Potency, µM (highest dose often 115 µM), for inactives: at the highest dose activity, negative = inhibition, most hits filed as inhibitors; hit rate 1% among 390,000
Target sequence (Q9UNA4 whole entry, looked up): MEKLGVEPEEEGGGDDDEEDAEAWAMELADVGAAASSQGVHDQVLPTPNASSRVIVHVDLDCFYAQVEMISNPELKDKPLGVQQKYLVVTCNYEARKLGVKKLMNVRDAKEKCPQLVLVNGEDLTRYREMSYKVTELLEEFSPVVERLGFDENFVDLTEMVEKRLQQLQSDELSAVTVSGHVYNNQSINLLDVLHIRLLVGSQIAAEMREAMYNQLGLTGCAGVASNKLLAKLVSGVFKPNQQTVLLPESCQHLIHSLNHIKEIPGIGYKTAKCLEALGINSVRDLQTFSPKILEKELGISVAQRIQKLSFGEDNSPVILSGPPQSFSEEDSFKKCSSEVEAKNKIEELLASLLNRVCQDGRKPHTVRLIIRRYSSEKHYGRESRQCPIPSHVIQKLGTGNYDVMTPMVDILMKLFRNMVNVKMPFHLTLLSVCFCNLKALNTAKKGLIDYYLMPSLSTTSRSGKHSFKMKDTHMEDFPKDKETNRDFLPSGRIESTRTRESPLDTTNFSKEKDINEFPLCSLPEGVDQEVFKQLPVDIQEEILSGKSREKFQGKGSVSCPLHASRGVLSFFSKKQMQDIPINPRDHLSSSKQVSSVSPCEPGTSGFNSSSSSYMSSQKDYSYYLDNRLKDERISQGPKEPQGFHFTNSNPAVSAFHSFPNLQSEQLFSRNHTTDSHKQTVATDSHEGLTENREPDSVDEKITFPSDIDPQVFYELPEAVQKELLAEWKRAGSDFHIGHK
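Pol iota at 10 nM preincubated 15 min with compounds at room temperature; reaction started with fluorescent substrate, 50 nM final. Fluorescence read kinetically at 0 and 10 min; buffer-only wells as negative control.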
POLH inh: inhibitors of human DNA polymerase eta. Potency, µM (top dose mostly 114 µM), for inactives: top-dose activity change, negative = inhibition, usual class: inhibitors. hit rate 1.2% among 390,000. AID 588591. recombinant Pol eta, fluorescent DNA replication assay. Q9Y253; also: % is scaled to controls: 0 for no effect and ±100 for the full control effect
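Pol eta at 10 nM preincubated with compounds 15 min at room temperature; reaction started with fluorescent substrate (50 nM final) and read kinetically at 0 and 10 min.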
JMJD2A Tudor inh: inhibitors of human JMJD2A Tudor domain | O75164 | Potency, µM (titrated, usually from 114 µM), for inactives: at the highest dose activity change, negative = inhibition, most hits filed as inhibitors | AID 504339 | AlphaScreen JMJD2A-Tudor / H3K4me3 peptide binding | hit rate 4.4% among 390,000; also: % is scaled to controls: 0 for no effect and ±100 for the full control effect; nearly all actives have a fitted effect of over 50% in size
Active calls of the source: *; ? = inconclusive; · = not tested or not shown; & = joins results of further samples; [ ] = dose if it differs, or a comment. Calls follow the shape of the dose curve; as a rule, active = well fitted curve in the direction sought with a large enough effect; inconclusive = small, poorly fitted or top-dose-only effect, or another doubt; inactive = no such curve, though single readings can be large; an effect the other way counts as inactive or inconclusive. Potency is read from the fitted curve at half-maximal effect.

SMILES	POLB inh	POLK inh	BAZ2B block	G9a block	APE1 inh	BLM inh	Pol iota inh	POLH inh	JMJD2A Tudor inh
CC(C)NC1(C(N)=O)CCN(Cc2ccccc2)CC1	·	-16%	·	·	·	·	149%[activator]	-18%	-3%
COc1ccc(N2C(=NC(=O)C3CCCCC3)SC3CS(=O)(=O)CC32)c(OC)c1 (stereo not given)	-8%	16%	-28%	66%[activator]	68%[activator]	0%	-22%	-12%	28µM*
O=C(O)COc1ccc(NC(=O)c2ccc(NC(=O)c3ccco3)cc2)cc1	13%	-6%	-29%	-42%	-11%	1%	86%[activator]	-12%	-18%[11.4 µM]
O=C(CN1CCN(c2cccc(C(F)(F)F)c2)CC1)N(C1CC1)C1CCS(=O)(=O)C1 (stereo not given)	·	15%	8%	-22%[59 µM]	5%	·	57%[activator]	-9%	-2%
COc1cc(N)n(S(=O)(=O)c2ccc(C)cc2)n1	7%	-16%	1%	21%[59 µM]	13%	2%	?	-9%	-6%
CCCC(=O)N(CCN1CCOCC1)c1nc2c(OC)ccc(C)c2s1	0%	-7%	-28%	-44%	57%[activator]	1%	0%	-11%	-30%
COc1ccc(-n2nnnc2SCC(=O)Nc2nnc(C)s2)cc1OC	2%	-4%	·	-41%[59 µM]	-5%	-1%	22%	-2%	-17%
Cc1cc(C)c(S(=O)(=O)NCCc2cc3ccc(C)c(C)c3[nH]c2=O)c(C)c1	0%&-20%	-16%&14%	-7%&-14%	6%	7%	0%&1%	19%&22%	-9%&-15%	-18%&-25%
COC(=O)C1=C[C@@H](C(=O)OC)[C@@H]2C3=C(C(=O)[C@]2(CC(C)C)NC(=O)c2ccccc2)[C@H](C)n2c(=O)n(-c4ccccc4)c(=O)n2[C@@H]3C1	·	-2%	·	·	·	·	20%	-8%	-33%
C=CCNC(=O)N1CCC(c2nc3ccccc3s2)CC1	9%	-9%	-1%	-4%	11%	-3%	39%[activator]	-18%	0%
CCOc1ccccc1Oc1c(C)oc2cc(OC(=O)N3CCOCC3)ccc2c1=O	22%	-18%	8%	9%	11%	1%	-6%	-13%	-22%
CC[C@H](CO)NCCN[C@H](CC)CO	-1%	20%	-1%	-19%	2%	-6%	24%	-9%	?
CCC1CCCCN1CCCNC(=O)c1ccc2c(c1)NC(=O)CN2C (stereo not given)	7%	4%	-15%	?	67%[activator]	-4%	-4%	-16%	4%
COc1ccc(CNC(=O)CCC(=O)N2CC(C)Oc3ccccc32)cc1 (stereo not given)	-1%	-8%	4%	17%	19%	-3%	24%	-10%	-16%
CN1C(=O)[C@H]2[C@@H](C3CC3)N3C(=O)CN(Cc4ccccn4)C(=O)[C@@]3(Cc3ccccc3)[C@H]2C1=O	0%	0%	-4%	2%	29%	-2%	-2%	-10%	-3%
CSCCC(NC(=O)c1ccc(Cl)cc1)C(=O)OCC(=O)Nc1ccc(C#N)cc1 (stereo not given)	1%	-12%	-29%	-13%	-3%	-3%	-10%	-25%	-22%
COc1ccc2[nH]cc(CCNc3ccnc(-c4ccc(N(C)C)cc4)n3)c2c1	·	-7%[60.1 µM]	·	3%[0.501 µM]	?	-14%	·	·	·
O=C(COC(=O)C1CC1)NCc1ccc(Cl)cc1Cl	·	-4%	·	·	17%	·	-17%	2%	3%
Oc1ccc2ccccc2c1C=NCc1cn2ccsc2n1	-14%	-6%	-35%	8.9µM*	4%	-2%	-13%	-1%	?
O=C(Nc1ccc(Br)cc1Br)C1CC(=O)N(Cc2ccccc2)C1 (stereo not given)	10%	-6%	-2%	19%	-3%	-2%	-3%	-4%	-18%
CCC(C)N(C(=O)Cn1nc(C)c([N+](=O)[O-])c1C)C1CCS(=O)(=O)C1 (stereo not given)	·	-2%	-1%	-29%	40%	·	16%	-12%	-10%
O=C(c1ccc(F)cc1)N1CCN(c2ccccn2)CC1	1%	-1%	-2%	14%[0.501 µM]	26%	-3%	18%	-14%	-1%
CC1(C)CC(=O)c2cnc(N3CCc4ccccc4C3)nc2C1	2%	-4%	-17%	8%	0%	-9%	?	-3%	-1%
Cc1cn2c(nc1=O)OC1CC2OC1CO (stereo not given)	-1%	1%	-14%	?	-3%	2%	42%[activator]	-19%	-9%
O=C(COc1ccccc1)Nc1nonc1NC(=O)COc1ccccc1	-1%	-1%	1%	5%	4%	0%	22%	-19%	-16%
O=C(c1ccc(N2CCC3(CC2)OCCO3)c([N+](=O)[O-])c1)N1CCOCC1	-13%	-12%	5%	-8%	1%	-1%	141%[activator]	-11%	-3%
CCOc1ccccc1NC(=S)N(CCCN1CCOCC1)Cc1cn(C)c2ccccc12	-2%	-29%	?	?	1%	-7%	11%	-8%	?
CCCC(=O)c1cc(F)c(N2CCN(CCC#N)CC2)cc1C	34%	-9%	7%	-3%[59 µM]	6%	-2%	15%	-5%	-11%
COc1ccc(-c2noc(-c3ccc(NCc4cccnc4)c([N+](=O)[O-])c3)n2)cc1	2%	-24%	-4%	-48%[59 µM]	·	-9%	-7%	-10%	-16%
CCn1c(=O)c2cc(C(=O)NC3CCC(C)CC3)sc2c2ccccc21 (stereo not given)	1%	-9%	-19%	-1%[59 µM]	·	-5%	-3%	-17%	3%
CCN(c1ccccc1)S(=O)(=O)c1ccc(C(=O)NCc2ccccn2)cc1	·	-20%	8%	-7%[0.501 µM]	33%	·	34%[activator]	-14%	-9%
O=C(Nc1cccn(Cc2c(F)cccc2Cl)c1=O)NC1CCCCC1	2%	-10%	17%	·	0%	-14%	-6%	0%	-27%
O=C(COC(=O)c1ccc(S(=O)(=O)N2CCCCC2)cc1)Nc1ccccc1Cl	·	0%	2%	-27%	14%	·	4%	?	-6%
CC1Sc2ccc(S(=O)(=O)NCCc3ccc(Cl)cc3)cc2NC1=O (stereo not given)	-10%	3%	-28%	9%	2%	-9%	37%[activator]	-18%	-13%
O=c1c(-c2cc(-c3ccccc3)nc3c2COc2ccc(Cl)cc2-3)coc2ccccc12	19%	5%	-15%	-16%[59 µM]	·	-1%	-25%	4%	3%
COc1ccc(C(=O)Nc2ccc3nc(C)sc3c2)cc1OC	?	-14%	-26%	-5%[59 µM]	1%	4%	93%[activator]	-2%	-27%

A different layout for part of the listing above:
| POLB inh | POLK inh | BAZ2B block | G9a block | APE1 inh | BLM inh | Pol iota inh | POLH inh | JMJD2A Tudor inh | Structure |
| --- | --- | --- | --- | --- | --- | --- | --- | --- | --- |
| 34% | -9% | 7% | -3%[59 µM] | 6% | -2% | 15% | -5% | -11% | CCCC(=O)c1cc(F)c(N2CCN(CCC#N)CC2)cc1C |
| 2% | -24% | -4% | -48%[59 µM] | · | -9% | -7% | -10% | -16% | COc1ccc(-c2noc(-c3ccc(NCc4cccnc4)c([N+](=O)[O-])c3)n2)cc1 |
| 1% | -9% | -19% | -1%[59 µM] | · | -5% | -3% | -17% | 3% | CCn1c(=O)c2cc(C(=O)NC3CCC(C)CC3)sc2c2ccccc21 (stereo not given) |
| · | -20% | 8% | -7%[0.501 µM] | 33% | · | 34%[activator] | -14% | -9% | CCN(c1ccccc1)S(=O)(=O)c1ccc(C(=O)NCc2ccccn2)cc1 |
| 2% | -10% | 17% | · | 0% | -14% | -6% | 0% | -27% | O=C(Nc1cccn(Cc2c(F)cccc2Cl)c1=O)NC1CCCCC1 |
| · | 0% | 2% | -27% | 14% | · | 4% | ? | -6% | O=C(COC(=O)c1ccc(S(=O)(=O)N2CCCCC2)cc1)Nc1ccccc1Cl |
| -10% | 3% | -28% | 9% | 2% | -9% | 37%[activator] | -18% | -13% | CC1Sc2ccc(S(=O)(=O)NCCc3ccc(Cl)cc3)cc2NC1=O (stereo not given) |
| 19% | 5% | -15% | -16%[59 µM] | · | -1% | -25% | 4% | 3% | O=c1c(-c2cc(-c3ccccc3)nc3c2COc2ccc(Cl)cc2-3)coc2ccccc12 |
| ? | -14% | -26% | -5%[59 µM] | 1% | 4% | 93%[activator] | -2% | -27% | COc1ccc(C(=O)Nc2ccc3nc(C)sc3c2)cc1OC |

Later entries.
SMILES	POLB inh	POLK inh	BAZ2B block	G9a block	APE1 inh	BLM inh	Pol iota inh	POLH inh	JMJD2A Tudor inh
CCCCCCn1c(C(C)O)nc2ccccc21 (stereo not given)	6%	-3%	8%	0%[12.7 µM]	14%	0%	21%	-5%	-1%
Cc1ccccc1NC(=O)Cn1c(=O)n(Cc2ccc3c(c2)OCO3)c(=O)c2ccc(C(=O)NC3CCCCC3)cc21	?	-1%	·	6%[59 µM]	·	-4%	6%	-12%	-14%
Cc1ccc(N(C)C(=O)C2CCCN2S(=O)(=O)c2cccc3nsnc23)cc1 (stereo not given)	2%	-4%	-5%	9%	0%	0%	26%	-13%	0%
CC1(c2ccc(Cl)c(Cl)c2)NC(=S)N2C1NC(=S)N2c1ccccc1 (stereo not given)	35%	-10%	-36%	1%[59 µM]	-4%	-8%	49%[activator]	-16%	?
CCc1ccc(NC(=O)N2CCC(c3ccccc3)C2)cc1 (stereo not given)	12%	1%	9%	20%	4%	-1%	51%[activator]	-7%	13%
CN(C(=O)c1ccccc1[N+](=O)[O-])c1ccccc1C(=O)NCc1ccccc1	1%	-14%	-5%	10%	-1%	0%	0%	-3%	-10%
O=S(=O)(NCCNS(=O)(=O)c1cccs1)c1cccs1	35%	-2%	-28%	65%[activator][59 µM]	0%	0%	19%	-10%	-9%
O=C(CN1CCc2ccccc21)Nc1ccc2c(c1)OCO2	?	-19%	?	?	-3%	-7%	7%	12%	?
CC1CN(c2nnc(-c3ccccc3)c3ccccc23)CC(C)O1 (stereo not given)	-4%	1%	-4%	3%	-14%	-2%	52%[activator]	-14%	?

An excerpt; count on the stated rates, not on these rows.
